# PrPC surface inh: reduces human prion protein on the cell surface; P04156; cell surface PrPC, TR-FRET read-out; inhibition, % at 13.8 µM; 0.43% of 370,000 active; AID 720596; in the data active = inhibition above about 24%; also: 0% = median of the test wells and 100% = reference compound wells
# TcdB inh: inhibitors of Clostridioides difficile toxin B glycohydrolase | AID 652162 | 0.24% of 350,000 active | inhibition, % at 9.99 µM | P18177 | TcdB glycohydrolase enzymatic assay, plate reader; in the data active = inhibition above about 10%
# Target sequence (P18177 whole entry, looked up): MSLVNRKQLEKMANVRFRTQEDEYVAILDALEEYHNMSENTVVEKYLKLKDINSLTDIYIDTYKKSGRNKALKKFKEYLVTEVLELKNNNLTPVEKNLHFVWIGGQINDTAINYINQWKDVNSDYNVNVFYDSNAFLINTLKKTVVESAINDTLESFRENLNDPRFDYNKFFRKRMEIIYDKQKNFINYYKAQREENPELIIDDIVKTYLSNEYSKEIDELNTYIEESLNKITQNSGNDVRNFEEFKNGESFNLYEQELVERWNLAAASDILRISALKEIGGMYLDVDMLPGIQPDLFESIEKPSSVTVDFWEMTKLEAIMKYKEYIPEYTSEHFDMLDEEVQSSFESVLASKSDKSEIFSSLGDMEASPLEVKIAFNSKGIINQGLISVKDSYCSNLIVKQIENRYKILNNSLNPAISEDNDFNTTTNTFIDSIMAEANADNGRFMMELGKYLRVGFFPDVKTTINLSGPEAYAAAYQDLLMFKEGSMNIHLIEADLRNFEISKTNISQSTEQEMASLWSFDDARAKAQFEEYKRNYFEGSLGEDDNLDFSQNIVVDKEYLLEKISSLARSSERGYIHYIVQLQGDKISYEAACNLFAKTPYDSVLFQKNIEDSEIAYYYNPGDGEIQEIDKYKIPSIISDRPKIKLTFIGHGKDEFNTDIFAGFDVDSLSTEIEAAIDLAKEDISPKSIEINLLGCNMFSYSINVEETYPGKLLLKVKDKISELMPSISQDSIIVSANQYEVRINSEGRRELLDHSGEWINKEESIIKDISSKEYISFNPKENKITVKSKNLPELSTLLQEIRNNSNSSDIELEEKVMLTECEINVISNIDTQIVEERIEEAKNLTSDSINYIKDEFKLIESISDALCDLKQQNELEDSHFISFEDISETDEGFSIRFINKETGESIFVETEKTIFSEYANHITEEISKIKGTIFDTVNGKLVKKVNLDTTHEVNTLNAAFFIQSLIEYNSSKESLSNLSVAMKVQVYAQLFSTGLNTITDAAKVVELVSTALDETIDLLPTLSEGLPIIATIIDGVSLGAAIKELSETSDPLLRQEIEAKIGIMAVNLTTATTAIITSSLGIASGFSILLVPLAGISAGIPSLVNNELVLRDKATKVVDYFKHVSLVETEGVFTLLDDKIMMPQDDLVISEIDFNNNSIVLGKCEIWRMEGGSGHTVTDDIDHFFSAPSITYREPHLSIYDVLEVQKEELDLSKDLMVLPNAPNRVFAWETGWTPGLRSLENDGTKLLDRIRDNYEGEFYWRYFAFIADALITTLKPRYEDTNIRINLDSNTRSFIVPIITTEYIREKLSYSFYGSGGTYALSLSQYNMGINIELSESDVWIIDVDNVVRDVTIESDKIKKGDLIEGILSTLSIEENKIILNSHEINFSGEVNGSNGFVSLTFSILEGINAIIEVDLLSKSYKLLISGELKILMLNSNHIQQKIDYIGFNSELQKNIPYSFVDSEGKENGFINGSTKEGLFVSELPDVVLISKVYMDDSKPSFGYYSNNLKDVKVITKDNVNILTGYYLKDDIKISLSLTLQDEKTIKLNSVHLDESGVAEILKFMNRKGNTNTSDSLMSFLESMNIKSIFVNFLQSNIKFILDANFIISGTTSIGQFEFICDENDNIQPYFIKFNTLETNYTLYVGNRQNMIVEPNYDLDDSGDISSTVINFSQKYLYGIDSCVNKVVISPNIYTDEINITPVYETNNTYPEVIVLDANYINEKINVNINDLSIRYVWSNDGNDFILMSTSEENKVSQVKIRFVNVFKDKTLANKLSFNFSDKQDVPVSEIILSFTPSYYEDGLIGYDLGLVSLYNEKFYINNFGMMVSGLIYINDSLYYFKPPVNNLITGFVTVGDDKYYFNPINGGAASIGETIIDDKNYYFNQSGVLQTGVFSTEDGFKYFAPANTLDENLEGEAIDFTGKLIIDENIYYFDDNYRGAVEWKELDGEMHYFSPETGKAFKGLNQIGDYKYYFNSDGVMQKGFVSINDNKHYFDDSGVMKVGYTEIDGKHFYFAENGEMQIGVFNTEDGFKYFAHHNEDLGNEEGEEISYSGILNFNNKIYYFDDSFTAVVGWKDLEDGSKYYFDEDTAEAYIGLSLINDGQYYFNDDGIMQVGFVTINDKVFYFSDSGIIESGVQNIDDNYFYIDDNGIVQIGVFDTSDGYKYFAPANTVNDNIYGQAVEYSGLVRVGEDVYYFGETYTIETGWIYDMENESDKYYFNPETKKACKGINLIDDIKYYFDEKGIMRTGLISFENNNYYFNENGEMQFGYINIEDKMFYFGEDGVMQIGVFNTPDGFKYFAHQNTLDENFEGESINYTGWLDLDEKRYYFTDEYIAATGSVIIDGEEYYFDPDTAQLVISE
# CCHFV vOTU inh: CCHFV vOTU protease inhibition; Pep-AMC fluorescence; inhibition, % at 11.5 µM; 0.55% of 370,000 active; AID 651958; in the data active = inhibition above about 30%; also: 0% = vehicle wells with enzyme and 100% = no enzyme wells
# The depositor's hits bear a star; & = joins results of further samples.
SMILES,PrPC surface inh,TcdB inh,CCHFV vOTU inh
CCCc1nc2ccccc2n1C(CC)C(=O)NC(C)(C)C (stereo unspecified),-7,1.3,3
C[C@H](CO)N1C[C@H](C)[C@@H](CN(C)C(=O)NC2CCCCC2)OCc2cn(nn2)CCCC1=O,-8,0.2&1.4,0
Cc1ccc(S(=O)(=O)N2C3CCCCC3O[C@H]2CC(=O)c2ccc(F)cc2)cc1 (stereo partly specified),-1,-2.4,6
O=C(Nc1ccc(Nc2ccccc2)cc1)c1ccccc1,5,1.3,0
O=S1(=O)CC(N2CCCC2)CN1Cc1cn(Cc2ccc(C(F)(F)F)cc2)nn1 (stereo unspecified),2,0.1,-8
COC(=O)c1ccc2nc(-c3cccc(Br)c3)c(Cc3cccc(Cl)c3)n2c1,3,0.2,20
CCC(=O)Nc1ccc2c(c1)OC[C@@H](C)N(C(=O)c1ccccn1)C[C@@H](C)[C@@H](OC)CN(C)C2=O,-2,-0.9&1.1,-3
CNC(=O)C[C@H]1CC[C@H]2[C@@H](COc3ccc(NC(=O)Nc4ccccc4)cc3C(=O)N2C)O1,-5,-2.3,-2
COC(=O)C1=C(C)N(C)C(=NCc2ccc(OC)cc2)NC1c1ccc(Cl)cc1 (stereo unspecified),-4,1.4,-4
COCC(=O)N(C)[C@H]1C[C@H]2c3[nH]c4c(-c5ccccc5)cccc4c3CCN2C(=O)[C@H]1[C@H](C)O,-2,2.1,-12
CCCCc1c(-c2ccccc2OC)ncn1Cc1cccc(C)c1,14,0.3,23
Cc1c(-c2ccccc2)nnn1-c1ccc(F)c(Cl)c1,0,0.0,3
CCN(CC)C(=O)c1ncn2c1C(=O)N[C@H](C)C2,-1,1.4,-6
O=C(C(=O)N1CCC(CNS(=O)(=O)c2ccc(C(F)(F)F)cc2)CC1)c1cc2ccccc2o1,-10,0.9,13
CC(C)[C@H](NC(=O)C1CC1)C(=O)N1CCC[C@H]1C(=O)NCc1ccccc1,-3,0.7,-1
COC(=O)[C@]12C[C@H](CC(=O)NCc3cccc(C(F)(F)F)c3)C(=O)N(CCC3=CCCCC3)C1=C[C@H](C(C)(C)C)O[C@@H]2C,3,0.1,12
Cc1ccc(Sc2ccc(NC(=O)CCl)cc2)c(C)c1,-10,0.2,-5
CSCCC(c1nc2ccccc2[nH]1)n1c(=O)c(-c2cc3ccccc3[nH]2)nc2ccccc21 (stereo unspecified),-2,0.5,-19
COC(=O)[C@]12C[C@H](CC(=O)N3CCC(c4ccccc4)CC3)C(=O)N(Cc3ccc4c(c3)OCO4)C1=C[C@H](C(C)(C)C)O[C@@H]2C,8,1.8,30*
Nc1[nH]c(C(=O)c2ccccc2)c(-c2ccc3ccccc3c2)c1C(=O)NCc1ccc(F)cc1,-2,0.3,4
COc1cccc(C(=O)Nc2ccc3c(c2)OC[C@H](C)N(CCc2ccccc2)C[C@@H](C)[C@@H](OC)CN(C)C3=O)c1,-9,0.1&1.9,7
CCCN1C(=O)c2n[nH]c(C(C)C)c2C1c1cccc(C(F)(F)F)c1 (stereo unspecified),-3,2.1,7
COc1ccc(-c2ccc3c(n2)CCCN3S(=O)(=O)c2ccc(F)cc2)cc1,18,-12,-1
CN1C(=O)[C@@]2(O[C@H]3C=CC=CN3C3=C2C(=O)CCC3)c2cc([N+](=O)[O-])ccc21,-5,1.1,18
C[C@H](O)[C@@H]1CN2CCc3ccc(-c4ccc5c(c4)OCO5)cc3[C@@H]2C[C@@H]1N(C)Cc1ccccc1,-5,1.2,1
# Later entries
SMILES,PrPC surface inh,TcdB inh,CCHFV vOTU inh
COC(=O)C1=C(C)N(Cc2ccccc2C(F)(F)F)C(=NCc2ccccc2C(F)(F)F)NC1c1cccc(F)c1 (stereo unspecified),3,0.6,9
CCO[C@H]1C[C@@H](c2ccc(CC)cc2)N(S(=O)(=O)c2ccc(C)cc2)C2CC(c3ccc(CC)cc3)N(S(=O)(=O)c3ccc(C)cc3)CC21 (stereo partly specified),4,0.9,-10
Cn1c(N)c(C(=O)COC(=O)c2cc(C(F)(F)F)nc3ccccc23)c(=O)n(C)c1=O,1,0.4,-2
CCCCNc1cccc2c1S(=O)(=O)N[C@@H](C)CO2,4,0.3,18
CC(=O)N1CCN(c2ccc(N3CCN(C(C)=O)[C@H](C)C3)c(C)c2)[C@@H](C)C1,5,-30,-2
O=C(NCCN1C(=O)S/C(=C\c2cccs2)C1=O)[C@H](Cc1ccccc1)N1C(=O)c2ccccc2C1=O,6,-0.7,-8
O=C(/C=C(\Nc1cccc(OC(F)F)c1)c1ccccc1)c1ccccc1,-8,0.6,-3
O=C(Nc1cc(S(=O)(=O)N2CCOCC2)ccc1N1CCCC1)c1ccccc1C(F)(F)F,3,0.5,5
COC(=O)[C@]12C[C@H](CC(=O)N3CCN(C(=O)C4CC4)CC3)C(=O)N(Cc3ccc4c(c3)OCO4)C1=C[C@H](C(C)(C)C)O[C@@H]2C,-3,0.5,5
C[C@H]1CNCCN1c1ccc(N2CCS(=O)(=O)CC2)c(C#N)c1,2,0.9,-4
Cc1ccc(S(=O)(=O)N2CC(CO)=CCC2c2ccccc2)cc1 (stereo unspecified),-2,26*,7
CCCCCCCCN1C(=O)[C@@H](CC(=O)N2CCN(C(=O)c3ccco3)CC2)C[C@@]2(C(=O)OC)C1=C[C@H](C1CCCC1)O[C@@H]2C,-4,1.1,26
CC(C)[C@H](NC(=O)c1ccc(Cl)c(Cl)c1)C(=O)N1CCC[C@H]1C(=O)NCCc1ccccc1Cl,1,1.8,3
O=C(O)c1ccccc1/C=N/Nc1nc(N2CCCCC2)nc(N2CCCCC2)n1,-3,0.4,-15
COc1ccc(CCN2CCC(CN3C(=S)NC[C@@H]3Cc3ccccc3)CC2)cc1OC,-4,0.3,-10
CCCc1c(Cc2cccc(F)c2)ncn1Cc1cccc(-c2ccccc2)c1,13,0.8,21
COC(=O)[C@@H](Cc1ccccc1)NC(=O)[C@H]1O[C@@H](n2cnc3c(=O)[nH]c(N)nc32)[C@H](O)[C@@H]1O,-2,0.1,-7
CN1OC[C@@H]2CN(C(=O)c3ccc([N+](=O)[O-])cc3)[C@H](c3ccccc3Br)C[C@@H]21,-15,-8.5,39*
CCOc1ccc(-n2c(SCC(=O)Nc3ccccc3CC)nc3n[nH]c(C)c3c2=N)cc1,7,0.2,-4
CN1C(=S)SC(N2OC3C(=O)N(c4ccccc4)C(=O)C3C2c2ccccc2)C1(C)C (stereo unspecified),0,1.0,-12
CCCCCCCCN1C(=O)[C@@H](CC(=O)N2CCSCC2)C[C@@]2(C(=O)OC)C1=C[C@H](C(C)(C)C)O[C@@H]2C,-1,0.4,9
Nc1[nH]c(C(=O)c2ccccc2)c(-c2ccc(Cl)cc2F)c1C(=O)NCCc1c[nH]c2ccccc12,-4,-0.4,11
COC(=O)[C@]12C[C@H](CC(=O)N3CCSCC3)C(=O)N(Cc3ccc4c(c3)OCO4)C1=C[C@H](C(C)(C)C)O[C@@H]2C,-5,1.9,7
CC(=O)c1cc2c(cc1NS(=O)(=O)c1ccccc1C)OCO2,-4,2.0,12
COC(=O)[C@]12C[C@H](CC(=O)N3CCSCC3)C(=O)N(Cc3ccc4c(c3)OCO4)C1=C[C@H](COCc1ccccc1)O[C@@H]2C,2,1.1,-1
# Next section.
SMILES,PrPC surface inh,TcdB inh,CCHFV vOTU inh
C[C@H](NC(=O)C[C@@H]1C[C@@H]2c3cc(NC(=O)C4CCC4)ccc3O[C@@H]2[C@@H](CO)O1)c1ccccc1,0,-0.5,7
CC(=O)CCN1CCSCCS1(=O)=O,5,0.9,0
O=C(NCC1CCN(C(=O)C(=O)c2cc3ccccc3o2)CC1)c1cc(C(F)(F)F)cc(C(F)(F)F)c1,-7,-0.8,37*
CC(C(=O)N1CCCCC1)N(C)CC(=O)Nc1cccc(F)c1 (stereo unspecified),-6,0.9,-9
C[C@@H](O)[C@@H]1NC(=O)c2cc([N+](=O)[O-])cc(I)c2NCC[C@@H](C(N)=O)NC(=O)CNC1=O,-14,1.2,4
COC(=O)[C@@]12C[C@@H](CC(=O)NCC34CC5CC(CC(C5)C3)C4)C(=O)N(CCc3ccc(OC)c(OC)c3)C1=CCC(C)(C)C2,4,-0.2,21
COc1ccc(CNCC(=O)Nc2cc(C)nn2-c2nc(C)cc(C)n2)cc1OC,1,-0.1,-9
COC(=O)c1cc2c(c3c4cc(C)ccc4n(S(=O)(=O)c4ccc(C)cc4)c13)C(=O)N(Cc1ccc(N(C)C)cc1)C2,-5,1.1,2
Cc1ccccc1C(=O)N[C@H](C(=O)N1CCC[C@H]1C(=O)NCCc1ccccc1Cl)c1ccccc1,-3,1.4,-2
CCOC(=O)C1=C(Cc2ccc(C)cc2)C(=O)c2ccccc2C1=O,-3,0.2,96*
Cn1cc([C@]2(O)C(=O)Nc3c(F)cccc32)c2ccccc21,4,0.5,4
COc1ccccc1C(=O)N1CCN(C(=O)[C@@H](Cc2ccccc2)NC(=O)[C@H]2O[C@@H](n3ccc(N)nc3=O)[C@H](O)[C@@H]2O)CC1,1,1.4,-8
Cc1cc(N2CCNC[C@H]2C)ccc1N1C[C@@H](C)O[C@@H](C)C1,3,-21,-10
Cc1sc2nc(C(C)Sc3n[nH]c(N)n3)[nH]c(=O)c2c1C (stereo unspecified),5,2.0,-17
O=C(NCc1ccccc1)[C@@H]1CCCN1C(=O)[C@H]1CCCN1C(=O)C1CCCCC1,3,0.1,-4
COCCCNC(=O)c1cc(Cc2ccccc2)sc1N,9,-0.5,-6
COC(=O)C1=C(C)N(Cc2ccccc2C(F)(F)F)C(=NCc2cc(OC)c(OC)c(OC)c2)NC1c1ccccc1 (stereo unspecified),3,1.6,23
COC(=O)c1cc2c(c3c4cc(OC)ccc4n(S(=O)(=O)c4ccc(F)cc4)c13)C(=O)N(Cc1ccccc1)C2,18,-3.0,-2
Nc1[nH]c(C(=O)c2ccccc2)c(-c2ccc(Cl)cc2Cl)c1C(=O)c1ccc(Cl)cc1,-8,0.1,7
Cn1nc(C(=O)Nc2ccc(S(=O)(=O)NCc3ccco3)cc2)c2ccccc2c1=O,-1,1.6,-10
O=C(C(=O)N1CCC(CNS(=O)(=O)c2ccc(F)c(F)c2)CC1)c1cc2ccccc2o1,-3,0.1,7
CC(C)(C)NC(=O)C(c1ccncc1)n1c(-c2ccc(C(F)(F)F)cc2)nc2ccccc21 (stereo unspecified),-12,5.0,-9
O=C(O)c1ccc2c(c1Sc1ccccc1)C(=O)c1ccccc1C2=O,14,0.4,11
O=C(C[C@@H]1CC[C@@H]2[C@H](COC[C@@H](O)CN2Cc2cc(F)ccc2F)O1)NCc1ccc(F)cc1,-16,-0.3&0.7,-5
Cc1ccc2nc(-c3cccc(Cl)c3)c(Cc3cccc(Cl)c3)n2c1,-4,0.9,13

# Record cards, as listed above. Screens in order: PrPC surface inh, TcdB inh, CCHFV vOTU inh
# CCC(=O)Nc1ccc2c(c1)OC[C@@H](C)N(C(=O)c1ccccn1)C[C@@H](C)[C@@H](OC)CN(C)C2=O is listed as -2, -0.9&1.1, -3
# CN1C(=S)SC(N2OC3C(=O)N(c4ccccc4)C(=O)C3C2c2ccccc2)C1(C)C (stereo unspecified) is listed as 0, 1.0, -12

# Exported with values under each structure: part of the list above
# Under each structure: PrPC surface inh, TcdB inh, CCHFV vOTU inh
O=C(/C=C(\Nc1cccc(OC(F)F)c1)c1ccccc1)c1ccccc1
  -8, 0.6, -3
CCO[C@H]1C[C@@H](c2ccc(CC)cc2)N(S(=O)(=O)c2ccc(C)cc2)C2CC(c3ccc(CC)cc3)N(S(=O)(=O)c3ccc(C)cc3)CC21 (stereo partly specified)
  4, 0.9, -10

# Pulled by structure from the list above (four):
SMILES,PrPC surface inh,TcdB inh,CCHFV vOTU inh
CCCN1C(=O)c2n[nH]c(C(C)C)c2C1c1cccc(C(F)(F)F)c1 (stereo unspecified),-3,2.1,7
O=C(NCc1ccccc1)[C@@H]1CCCN1C(=O)[C@H]1CCCN1C(=O)C1CCCCC1,3,0.1,-4
Cc1ccc(S(=O)(=O)N2C3CCCCC3O[C@H]2CC(=O)c2ccc(F)cc2)cc1 (stereo partly specified),-1,-2.4,6
CCN(CC)C(=O)c1ncn2c1C(=O)N[C@H](C)C2,-1,1.4,-6

# Next part
SMILES,PrPC surface inh,TcdB inh,CCHFV vOTU inh
COc1ccc2c(c1)[C@@]1(OCCC=C[C@H]1C)C(=O)N2Cc1ccccc1C(F)(F)F,-2,0.1,8
COC1OC(COCc2ccccc2)C2OC(C)(C)OC2C1O (stereo unspecified),-3,1.8,-7
COc1ccc(CCN2C(=O)CSCC2(C)C(=O)Nc2ccc3c(c2)OCCO3)cc1OC (stereo unspecified),3,2.5,-3
Cn1c(-c2nnn(-c3ccc(F)cc3)n2)cc2ccccc21,-5,2.0,12
Cc1cccc(NC(=O)CNC(=O)[C@@H](Cc2ccccc2)NC(=O)[C@H]2O[C@@H](n3ccc(N)nc3=O)[C@H](O)[C@@H]2O)c1C,-8,1.5,0
O=C(Cn1c(=S)[nH]c2ncccc2c1=O)NCCc1ccccc1,7,2.5,8
COc1ccc(-c2noc3c2-c2nc(-c4ccccc4C)sc2CC3)cc1,-7,0.7,5
Cc1cnc(C(=O)Nc2c(-c3ccccc3)[nH][nH]c2=O)cn1,2,-6.6,21
CC(C)NC(=O)C1(C)CSCC(=O)N1C1CCN(Cc2ccccc2)CC1 (stereo unspecified),-7,0.0,-7
COc1ccc(C2=Nc3ccccc3N(C(=O)c3ccncc3)C2C(=O)NC(C)(C)C)cc1 (stereo unspecified),-3,1.0,15

# Copied from the list.
# Cc1cccc(NC(=O)CNC(=O)[C@@H](Cc2ccccc2)NC(=O)[C@H]2O[C@@H](n3ccc(N)nc3=O)[C@H](O)[C@@H]2O)c1C – CCHFV vOTU inh: 0
# COc1ccc(CCN2C(=O)CSCC2(C)C(=O)Nc2ccc3c(c2)OCCO3)cc1OC (stereo unspecified) – TcdB inh: 2.5
# COC1OC(COCc2ccccc2)C2OC(C)(C)OC2C1O (stereo unspecified) – CCHFV vOTU inh: -7
# O=C(Cn1c(=S)[nH]c2ncccc2c1=O)NCCc1ccccc1 – PrPC surface inh: 7
# Cn1c(-c2nnn(-c3ccc(F)cc3)n2)cc2ccccc21 – PrPC surface inh: -5

# This is a subset; count on the stated rates, not on these rows.
